High-throughput results: PubChem BioAssay, several laboratories
C8 TRAIL sens: sensitizes caspase-8 expressing cells to TRAIL; NB7+C8 cells + TRAIL, ATPlite viability luminescence; inhibition (viability loss, TRAIL sensitization), % at 10 µM; 1% of 360,000 active; AID 624354;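 active means compounds causing at least 50% loss of cell viability in the single-dose screen, relative to plate controls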
Peg3 promoter: reduces Peg3 promoter-driven luciferase expression in HeLa; HeLa PEG-Prom luciferase reporter, luminescence, overnight; inhibition, % at 20 µM; 1.7% of 360,000 active; AID 588405;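 active means inhibition of at least 50% at 20 µM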
Shn3 inh set2: reduces Shn3 3'UTR luciferase signal in osteoblasts | Clone20 osteoblast Shn3 3'UTR firefly luciferase, 24 h | inhibition, % at 12.5 µM | 0.52% of 360,000 active;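 active means mean inhibition of at least 75% with every replicate also reaching 75%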;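 further: 0% = median of neutral control wells and 100% = pilot-screen positive control compound; some compounds past the cut are filed as inactive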
TWEAK-Fn14 inh: blocks TWEAK-Fn14 interaction in a reporter cell assay. AID 1159606. inhibition, % at 10 µM. TWEAK-stimulated Fn14 reporter cells, luciferase luminescence, 8 h. 2% of 360,000 active; in the data active means inhibition above about 50%
NR2E3 ag-1: human photoreceptor-specific nuclear receptor agonism; Q9Y5X4; CHO-S Gal4-NCOR/VP16-NR2E3 two-hybrid, luciferase; inhibition of corepressor binding, % at 3.98 µM; 0.35% of 360,000 active; AID 602229;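 active means inhibition above the mean of all tested compounds plus 3 SD, cut at about 70% in these data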;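 further: 0% = DMSO with NR2E3 transfected cells and 100% = cells lacking NR2E3 construct; higher means lower luciferase signal from less NR2E3 corepressor binding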
Target sequence (Q9Y5X4 whole entry, looked up, the tested form may be a part): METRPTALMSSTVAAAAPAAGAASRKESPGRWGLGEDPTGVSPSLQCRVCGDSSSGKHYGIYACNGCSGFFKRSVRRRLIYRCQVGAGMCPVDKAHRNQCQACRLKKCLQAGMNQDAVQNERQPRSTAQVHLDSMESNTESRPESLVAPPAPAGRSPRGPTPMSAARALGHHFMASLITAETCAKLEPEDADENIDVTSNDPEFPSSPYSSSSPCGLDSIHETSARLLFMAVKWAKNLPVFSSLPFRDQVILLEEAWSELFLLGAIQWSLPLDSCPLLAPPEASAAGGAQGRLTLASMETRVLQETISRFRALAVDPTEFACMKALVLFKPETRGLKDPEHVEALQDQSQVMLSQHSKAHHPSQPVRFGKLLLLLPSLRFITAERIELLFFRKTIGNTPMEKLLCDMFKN
MITF TRPM1 inh: MITF TRPM1 promoter inhibition in SK-MEL-5 cells | inhibition, % at 12.5 µM | SK-MEL-5 TRPM1 promoter luciferase, 24 h | AID 488899 | 0.83% of 330,000 active;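 active means mean inhibition across replicates of 60% or more, whatever share of single replicates reaches that level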; further: values of inactives mirror those of a sister screen read the other way
CF NFkB block: inhibitors of cystic fibrosis induced NF-kB; KKLEB NF-kB-GFP reporter, PAF-induced, GFP fluorescence overnight; inhibition, % at 5 µM; 0.86% of 360,000 active; AID 588850;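 active means at least 50% inhibition at 5 µM, scaled per plate between neutral and stimulator controls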;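 further: PAF is a Pseudomonas aeruginosa culture filtrate used as stimulus; plate controls were PAF-stimulated DMSO wells for no effect and unstimulated DMSO wells for full effect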
KKLEB cytotox: counter-screen for CF NF-kB inhibitors: cytotoxicity; KKLEB CF airway cells viability, ATPlite luminescence, overnight; active compounds read low; cells stimulated with P. aeruginosa culture filtrate; activity change (cytotoxicity), % at 5 µM; 0.36% of 360,000 active; AID 602141;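 active means corrected activity change at or below -50% at 5 µM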
TROY NFkB inh: inhibitors of TROY-dependent NF-kB signaling; Q293 LMP1-TROYcd NF-kB luciferase reporter, 4 h; inhibition, % at 10 µM; 0.98% of 360,000 active;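 active means compounds whose plate-normalised and pattern-corrected inhibition of the luciferase reporter signal at the single screening dose is 50% or more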
HIF-2a block: HIF-2a inhibition. 786-0 RCC cells HIF-2a reporter, luciferase luminescence, overnight. inhibition, % at 18.8 µM. 0.72% of 360,000 active;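 active means inhibition of the luminescence signal of 40% or more relative to plate controls, in a single-dose primary screen at 18.75 µM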
NR2E3 ag-2: NR2E3 (human) agonism. GST-NR2E3/biotin-RetCOR TR-FRET, 1536-well. inhibition of corepressor binding, % at 4.78 µM. 0.12% of 320,000 active. AID 2300;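 active means percent inhibition above the cutoff of mean plus 3 SD of all tested compounds, set per screening campaign, cut at about 20% in these data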;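 further: 0% = DMSO wells and 100% = biotin wells as full block of FRET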
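Material: NR2E3–RetCOR corepressor complex | Quantity: 1.35 nM GST-tagged NR2E3 final | Schedule: 5 h at 4 °C | Replication: Singlicate compound wells | Reagent: RetCOR corepressor, biotinylated, 7 nM | Controls: Biotin wells as high control, 0.6% DMSO wells as low control | Signal: TR-FRET, Eu(K)-anti-GST donor, streptavidin-D2 acceptor, ex 340, em 617/671 nm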
* marks the source's active call; other numbers are inactive results. These rows are one share of the data, so the mix of outcomes need not match the whole.

How did O=C(c1cccs1)N1CCN(Cc2cccc([N+](=O)[O-])c2)CC1 do in these assays?
C8 TRAIL sens: -3; Peg3 promoter: 7; Shn3 inh set2: 5; TWEAK-Fn14 inh: 3; NR2E3 ag-1: -13; MITF TRPM1 inh: 1; CF NFkB block: 2; KKLEB cytotox: -1; TROY NFkB inh: 49; HIF-2a block: 15; NR2E3 ag-2: -2

Results for COc1ccc(-c2nn(-c3ccccc3)cc2CN(C)CCn2ccnc2C)c(F)c1 ?
C8 TRAIL sens: 5; Peg3 promoter: -2; Shn3 inh set2: 3; TWEAK-Fn14 inh: -11; NR2E3 ag-1: -34; MITF TRPM1 inh: 3; CF NFkB block: 3; KKLEB cytotox: -8; TROY NFkB inh: -32; HIF-2a block: 0; NR2E3 ag-2: -1

What do the screens show for `O=C(Nc1ccc(Br)cc1)Nc1ccccc1F`?
C8 TRAIL sens: 12; Peg3 promoter: -333; Shn3 inh set2: 18; TWEAK-Fn14 inh: -47; NR2E3 ag-1: -157; MITF TRPM1 inh: -49; CF NFkB block: 6; KKLEB cytotox: 6; TROY NFkB inh: -57; HIF-2a block: -298; NR2E3 ag-2: 0

What do the screens show for `COc1cccc2c(=O)ccoc12`?
C8 TRAIL sens: -2; Peg3 promoter: -26; Shn3 inh set2: -6; TWEAK-Fn14 inh: 6; NR2E3 ag-1: -14; MITF TRPM1 inh: 13; CF NFkB block: -16; KKLEB cytotox: 4; TROY NFkB inh: -12; HIF-2a block: -2; NR2E3 ag-2: 1

What do the screens show for `COC(=O)Cc1[nH]n(-c2ccccc2)c(=O)c1C(C)=Nc1ccccc1`?
C8 TRAIL sens: -2; Peg3 promoter: -96; Shn3 inh set2: -3; TWEAK-Fn14 inh: 15; NR2E3 ag-1: 7; MITF TRPM1 inh: -15; CF NFkB block: 0; KKLEB cytotox: 6; TROY NFkB inh: 6; HIF-2a block: -134; NR2E3 ag-2: 5

How did CCc1ccc(/C=C2\Oc3c(ccc(O)c3CN3CCN(CCO)CC3)C2=O)cc1 do in these assays?
C8 TRAIL sens: 15; Peg3 promoter: 10; Shn3 inh set2: -13; TWEAK-Fn14 inh: -5; NR2E3 ag-1: -16; MITF TRPM1 inh: 7; CF NFkB block: -22; KKLEB cytotox: 1; TROY NFkB inh: 2; HIF-2a block: 11; NR2E3 ag-2: 2

Results for Cn1cnnc1Sc1nc([N+](=O)[O-])nn1C ?
C8 TRAIL sens: 4; Peg3 promoter: 9; Shn3 inh set2: -5; TWEAK-Fn14 inh: -9; NR2E3 ag-1: -14; MITF TRPM1 inh: 11; CF NFkB block: 0; KKLEB cytotox: 0; TROY NFkB inh: -4; HIF-2a block: 7; NR2E3 ag-2: 4

What do the screens show for `O=C1COc2ccc(S(=O)(=O)NCCc3ccccc3)cc2N1`?
C8 TRAIL sens: -1; Peg3 promoter: 22; Shn3 inh set2: -4; TWEAK-Fn14 inh: 16; NR2E3 ag-1: -3; MITF TRPM1 inh: 5; CF NFkB block: -1; KKLEB cytotox: 3; TROY NFkB inh: 10; HIF-2a block: 28; NR2E3 ag-2: 1

What do the screens show for `CCN1CCCC1CNC(=O)C(=O)NC` (stereo not drawn)?
C8 TRAIL sens: -3; Peg3 promoter: 7; Shn3 inh set2: 3; TWEAK-Fn14 inh: 9; NR2E3 ag-1: -15; MITF TRPM1 inh: 5; CF NFkB block: 4; KKLEB cytotox: -7; TROY NFkB inh: 2; HIF-2a block: 4; NR2E3 ag-2: 2

What do the screens show for `CN(CC(=O)Nc1cccc(Cl)c1)S(=O)(=O)/C=C/c1ccccc1`?
C8 TRAIL sens: -6; Peg3 promoter: 23; Shn3 inh set2: 18; TWEAK-Fn14 inh: -5; NR2E3 ag-1: 15; CF NFkB block: 5; KKLEB cytotox: -6; TROY NFkB inh: 3; HIF-2a block: 2

Results for COc1ccc(C)cc1NCc1cc(=O)oc2cc(-c3ccccc3)c(O)cc12 ?
C8 TRAIL sens: -6; Peg3 promoter: -20; Shn3 inh set2: 5; TWEAK-Fn14 inh: -32; NR2E3 ag-1: -27; MITF TRPM1 inh: -35; CF NFkB block: 11; KKLEB cytotox: -11; TROY NFkB inh: 0; HIF-2a block: -42; NR2E3 ag-2: 0

What do the screens show for `Cc1nc(C(C)N(C)Cc2c(C(=O)N3CCCCC3)nc3c(C)cccn23)c(C)s1` (stereo not drawn)?
C8 TRAIL sens: -1; Peg3 promoter: 2; Shn3 inh set2: 10; TWEAK-Fn14 inh: -3; NR2E3 ag-1: -2; MITF TRPM1 inh: 20; CF NFkB block: 0; KKLEB cytotox: 8; TROY NFkB inh: -4; HIF-2a block: 5; NR2E3 ag-2: 3

What do the screens show for `Cc1nn(Cc2ccc(Cl)cc2)c(C)c1NC(=O)c1noc2c1CCc1ccccc1-2`?
C8 TRAIL sens: 12; Peg3 promoter: 19; Shn3 inh set2: 11; TWEAK-Fn14 inh: 69*; NR2E3 ag-1: 3; MITF TRPM1 inh: -10; CF NFkB block: -7; KKLEB cytotox: -12; TROY NFkB inh: 57*; HIF-2a block: -10; NR2E3 ag-2: 5

How did O=C(Nc1cccc(Cl)c1)c1ccncc1 do in these assays?
C8 TRAIL sens: 0; Peg3 promoter: -3; Shn3 inh set2: -4; TWEAK-Fn14 inh: 3; NR2E3 ag-1: -2; MITF TRPM1 inh: 0; CF NFkB block: -10; KKLEB cytotox: 4; TROY NFkB inh: 2; HIF-2a block: -20; NR2E3 ag-2: 0

Results for CCOc1ccc(N2C(=O)c3cccnc3C2Nc2ccc(C)cc2)cc1 (stereo not drawn) ?
C8 TRAIL sens: -2; Peg3 promoter: 1; Shn3 inh set2: -3; TWEAK-Fn14 inh: 0; NR2E3 ag-1: -10; MITF TRPM1 inh: 4; CF NFkB block: 4; KKLEB cytotox: 9; TROY NFkB inh: -17; HIF-2a block: 8; NR2E3 ag-2: -1

What do the screens show for `CCCS(=O)(=O)N1CCCC(C(=O)NCCN(CC)CC)C1` (stereo not drawn)?
C8 TRAIL sens: -19; Peg3 promoter: 4; Shn3 inh set2: -16; TWEAK-Fn14 inh: 6; NR2E3 ag-1: -19; MITF TRPM1 inh: 8; CF NFkB block: 0; KKLEB cytotox: 4; TROY NFkB inh: 12; HIF-2a block: 20; NR2E3 ag-2: 4

Results for CC(OC(=O)c1cccnc1)C(=O)NCc1ccc2c(c1)OCO2 (stereo not drawn) ?
C8 TRAIL sens: -9; Peg3 promoter: 12; Shn3 inh set2: 8; TWEAK-Fn14 inh: 10; NR2E3 ag-1: 6; MITF TRPM1 inh: 0; CF NFkB block: 2; KKLEB cytotox: -7; TROY NFkB inh: 6; HIF-2a block: 37; NR2E3 ag-2: -3

What do the screens show for `CCN(CCN1CCCC1)C(=O)c1cc(COc2ccccc2SC)on1`?
C8 TRAIL sens: -5; Peg3 promoter: 0; Shn3 inh set2: 10; TWEAK-Fn14 inh: 38; NR2E3 ag-1: -13; MITF TRPM1 inh: -15; CF NFkB block: -8; KKLEB cytotox: 7; TROY NFkB inh: -4; HIF-2a block: -9

How did CC(C)c1ccc(NC(=O)c2cccc(Br)c2)cc1 do in these assays?
C8 TRAIL sens: 24; Peg3 promoter: -329; Shn3 inh set2: -78; TWEAK-Fn14 inh: -17; NR2E3 ag-1: -114; MITF TRPM1 inh: -70; CF NFkB block: -17; KKLEB cytotox: 1; TROY NFkB inh: -86; HIF-2a block: -225; NR2E3 ag-2: 1

Results for O=C(NCC1CCCO1)c1cccc(Oc2c(Cl)cccc2[N+](=O)[O-])c1 (stereo not drawn) ?
C8 TRAIL sens: 14; Peg3 promoter: -1; Shn3 inh set2: 37; TWEAK-Fn14 inh: 16; NR2E3 ag-1: 20; MITF TRPM1 inh: 7; CF NFkB block: -4; KKLEB cytotox: 1; TROY NFkB inh: -4; HIF-2a block: -11; NR2E3 ag-2: 2

How did O=C(CNC(=O)OCc1ccccc1)NCC(=O)N1CCCC1C(=O)OCc1ccccc1 (stereo not drawn) do in these assays?
C8 TRAIL sens: 1; Peg3 promoter: 19; Shn3 inh set2: 2; TWEAK-Fn14 inh: 21; NR2E3 ag-1: 9; MITF TRPM1 inh: -3; CF NFkB block: -8; KKLEB cytotox: 8; TROY NFkB inh: 16; HIF-2a block: 13; NR2E3 ag-2: 4

Results for Cc1ccoc1C(=O)NCc1occc1C(=O)O ?
C8 TRAIL sens: 13; Peg3 promoter: 3; Shn3 inh set2: 8; TWEAK-Fn14 inh: -5; NR2E3 ag-1: -5; MITF TRPM1 inh: -2; CF NFkB block: -7; KKLEB cytotox: 8; TROY NFkB inh: -8; HIF-2a block: 14; NR2E3 ag-2: 0

Results for Cc1ccccc1OCC(=O)OCC(=O)NC12CC3CC(CC(C3)C1)C2 ?
C8 TRAIL sens: -8; Peg3 promoter: -1; Shn3 inh set2: -10; TWEAK-Fn14 inh: 21; NR2E3 ag-1: 1; CF NFkB block: -10; KKLEB cytotox: 6; TROY NFkB inh: -2; HIF-2a block: 4

What do the screens show for `COc1ccc(NC(=S)NCCC(c2ccccc2)c2ccccc2)c(OC)c1`?
C8 TRAIL sens: 13; Peg3 promoter: 13; Shn3 inh set2: 4; TWEAK-Fn14 inh: 4; NR2E3 ag-1: -7; MITF TRPM1 inh: 8; CF NFkB block: 6; KKLEB cytotox: -17; TROY NFkB inh: 10; HIF-2a block: 21; NR2E3 ag-2: 1

Results for CCOC(=O)c1c(C)c(C(=O)NC(C)COC)c(C)n1CC (stereo not drawn) ?
C8 TRAIL sens: -8; Peg3 promoter: 6; Shn3 inh set2: -13; TWEAK-Fn14 inh: 7; NR2E3 ag-1: -10; MITF TRPM1 inh: 7; CF NFkB block: 3; KKLEB cytotox: -9; TROY NFkB inh: 3; HIF-2a block: 10; NR2E3 ag-2: 0

Results for Cc1ccc(NC(=O)COC(=O)CCc2nc3ccccc3c(=O)[nH]2)c(Br)c1 ?
C8 TRAIL sens: 1; Peg3 promoter: 4; Shn3 inh set2: -2; TWEAK-Fn14 inh: -10; NR2E3 ag-1: -13; MITF TRPM1 inh: 3; CF NFkB block: 6; KKLEB cytotox: 0; TROY NFkB inh: 4; HIF-2a block: -8; NR2E3 ag-2: -3

What do the screens show for `Cn1c(C(=O)N2CCCC(C(=O)N3CCN(C(=O)c4ccco4)CC3)C2)cc2sccc21` (stereo not drawn)?
C8 TRAIL sens: -2; Peg3 promoter: 9; Shn3 inh set2: 4; TWEAK-Fn14 inh: -4; NR2E3 ag-1: -26; MITF TRPM1 inh: 6; CF NFkB block: -2; KKLEB cytotox: -1; TROY NFkB inh: 3; HIF-2a block: 9; NR2E3 ag-2: 5
